High-throughput results as filed in PubChem BioAssay.
miR122 inh: blocks miR-122 activity in Huh7 sensor cells | AID 602342 | Huh7 miR-122 Renilla luciferase sensor, 48 h; neutral wells = 0, positive control = 100 | activation (reporter increase), % at 12.5 µM | 340,000 tested, 0.3% active;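 active = mean replicate activation score at least 90 and every replicate individually at or above 90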;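 also: higher luciferase means less miR-122 activity so hits act as miR-122 inhibitors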
CASP6 VEID inh: inhibitors of human caspase-6 | P55212 | purified caspase-6, Z-VEID-R110 cleavage fluorescence | inhibition, % at 12.5 µM | 350,000 tested, 0.53% active | AID 686996;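 active = mean inhibition across replicates at least about 35%, with every replicate also reaching that limit, limit read from the data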;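 also: 0% = median of neutral control wells and 100% = no fluorescence left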
Target sequence (P55212 24-179 limits assumed): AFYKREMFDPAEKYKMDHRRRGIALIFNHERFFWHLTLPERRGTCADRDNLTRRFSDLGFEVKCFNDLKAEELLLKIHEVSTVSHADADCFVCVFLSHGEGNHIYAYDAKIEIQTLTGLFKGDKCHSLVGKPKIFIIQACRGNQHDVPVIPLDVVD
Target sequence (P55212 194-293 limits assumed): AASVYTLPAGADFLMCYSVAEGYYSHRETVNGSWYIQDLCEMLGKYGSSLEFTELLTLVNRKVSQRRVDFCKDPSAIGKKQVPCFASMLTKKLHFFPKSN
PGC1a acetyl inh: modulators of PGC1a acetylation; U2OS PGC1a acetylation, AlphaScreen anti-acetyl-lysine; with virally co-expressed GCN5 acetyltransferase; inhibition, % at 15.6 µM; 350,000 tested, 0.17% active; AID 651687;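 active = every replicate shows inhibition of at least 40%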;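 also: 0% = neutral control wells and 100% = positive control wells; some results beyond the cut were filed as inactive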
EWS-Fli block: blocks EWS/Fli oncoprotein-driven transcription; A673 NR0B1-luciferase reporter, viability-normalised; 350,000 tested, 0.67% active; AID 651661; inhibition, % at 12.6 µM;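 active = mean inhibition of at least 50% after viability correction, with every replicate also passing that limit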;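 also: firefly luciferase signal divided by Alamar Blue viability fluorescence both relative to DMSO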
PAX8 inh HTS: inhibitors of PAX8 transcriptional activity in RMG-I cells | RMG-I TPO-luciferase reporter, SteadyGlo, 24 h | inhibition, % at 12.6 µM | 360,000 tested, 1.2% active;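 active = mean replicate inhibition at least 60% with every replicate also reaching 60%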;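 also: luciferase light reporting Pax8 driven TPO promoter activity; plate controls were median of neutral control wells for no effect and mitoxantrone controls for full effect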
Cneo AK release: causes C. neoformans cell lysis; lysis activity, % at 15 µM; adenylate kinase release luminescence, 4 h; normalised: neutral wells 0, clomiphene wells 100; 360,000 tested, 0.2% active;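 active = mean lysis activity across replicates of at least 80%, whatever share of replicates individually reach that level; inactive = mean lysis activity below 80%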
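Test system: log-phase Cryptococcus neoformans yeast cells; Quantity: yeast cell density of 5 × 10^6 cells/mL; Buffer or medium: YPD; Doses: single compound concentration per well; Timing: 4 h at 37 °C static, read 1 h later; Measured by: AK luminescence; Read-out basis: lysis from increased AK signal; Control set: Clomiphene as positive control.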
FN deposit inh: fibronectin deposition inhibition. AH1F fibroblasts, Alexa488-fibronectin deposition fluorescence, overnight. inhibition, % at 12.6 µM. 350,000 tested, 0.086% active. AID 743247;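 active = mean inhibition across replicates of 30% or more, regardless of how many single replicates reach that level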;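 also: positive control wells lacked labelled fibronectin entirely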
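Material: AH1F fibroblast monolayer depositing Alexa488-labelled fibronectin into matrix | Input: 10000 AH1F cells/well | Medium: DMEM plus 2% serum, read in PBS | Reagent: Alexa488-fibronectin, 24 nM final in well | Compound dosing: One dose per compound, pinned | Schedule: 1 h adhesion, overnight exposure | Measured by: Fluorescence at 485 nm excitation, 525 nm emission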
LGR2 inh: Drosophila LGR2 receptor signaling inhibition; HEK293 LGR2, CRE-luciferase, bursicon-stimulated, 4 h; inhibition, % at 9.99 µM; 380,000 tested, 0.35% active;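 active = drop in luminescence signal, shown as inhibition above about 50% in the replicate tests, limit read from the data, passing the limit was not always enough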;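 also: agonist challenge used bursicon conditioned medium at about half maximal strength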
An asterisk follows results filed as active; / = no result given; & = joins results of further samples; [ ] = another dose, or the depositor's remark.

1: COc1ccccc1NC(=O)/C=C1\NC(=O)CS1
2: Cc1ccccc1S(=O)(=O)N1C[C@H]2CON(C)[C@H]2C[C@H]1c1cccc(Br)c1
3: COC(=O)COc1ccc2c(c1)O/C(=C\c1ccco1)C2=O
4: Cc1nc(C)c(-c2ccnc(/N=C/NO)n2)s1
5: COc1cccc(CNCc2ccccc2OC)c1
6: CCCN(CC1CC1)C(=S)NC(=O)c1ccc(S(=O)(=O)N2CCOCC2)cc1
7: Cc1cc(C)c(NC(=O)CNC(=O)[C@@H]2CCCN2C(=O)c2cccs2)c(C)c1
8: Cc1cc(C(=O)Cn2cnc3ccccc3c2=O)c(C)n1C1CC1
9: COCCn1c(=S)[nH]c2ccccc21
10: O=C(c1ccncc1)N1CC[C@H]2[C@H](CO)Nc3ccc(-c4ccccc4)cc3[C@H]21
entry no. | 1 | 2 | 3 | 4 | 5 | 6 | 7 | 8 | 9 | 10
miR122 inh | -2.3 | -2.3 | -0.2 | / | -4.0 | -5.4 | / | / | / | 6.8[16.7 µM]
CASP6 VEID inh | -1.2 | -3.8 | 13.3 | -3.2 | 0.3 | 3.3 | 0.9 | 2.1 | -1.6 | 5.1
PGC1a acetyl inh | / | -6.5 | 15.9 | / | / | -5.5 | / | -46.2 | / | -1.1
EWS-Fli block | -20.7 | -1.3 | 3.6 | -3.9 | -3.2 | 23.2 | -6.4 | -74.2 | 7.4 | -8.8
PAX8 inh HTS | 7.4 | 12.8 | -4.5 | -24.8 | 16.5 | -4.7 | -7.9 | -58.2 | 10.3 | -2.7
Cneo AK release | -0.8 | 1.7 | -0.4 | / | -0.3 | 0.2 | 2.7 | 1.8 | / | 21.2
FN deposit inh | -4.7 | -6.7 | 2.3 | 0.9 | -6.8 | / | 1.4 | 7.9 | -2.8 | 6.8
LGR2 inh | 11.9 | -1.9 | 3.6 | -1.1 | 3.5 | 8.2 | 12.9 | -32.2 | 11.4 | -17.0

11: Cc1ccccc1CN1CCc2c(OCC(=O)N3CCCCC3)cccc2C1=O
12: N#Cc1nc(-c2ccccc2Cl)oc1NCC1CCCO1 (stereo unspecified)
13: O=C(Cn1c(NCCO)nc2ccccc21)c1ccco1
14: COc1ccc(CCNC(=O)Cn2nnc(C(=O)Nc3cccc(C)c3C)c2N)cc1OC
15: S=C(NC1CCCCC1)N1CCOCCOCCN(C(=S)NC2CCCCC2)CCOCCOCC1
16: CCCCN(C)C(=O)c1nc2ccccn2c1CN1CCC[C@H]1CO
17: CCOC(=O)c1sc(=S)n(-c2cc(F)ccc2F)c1N
18: Cc1ccc(-c2cc(C(=O)N3CCN(C(=O)c4ccco4)CC3)[nH]n2)c(C)c1
19: C[C@H](CO)N1C[C@H](C)[C@H](CN(C)S(=O)(=O)c2ccccc2)OCc2cnnn2CCCC1=O
20: CCOc1ccc(NC(=O)COC(=O)Cn2nc(C)c([N+](=O)[O-])c2C)cc1OCC
entry no. | 11 | 12 | 13 | 14 | 15 | 16 | 17 | 18 | 19 | 20
miR122 inh | / | 3.0 | / | -6.4 | 29.3 | / | -7.6 | -3.3 | -3.5 | -2.8
CASP6 VEID inh | 1.9 | 0.9 | / | 1.4 | 1.8 | -0.8 | / | 2.6 | -0.5&-0.4 | -0.2
PGC1a acetyl inh | -14.5 | 4.4 | 4.4 | 0.9 | -3.6 | / | 1.7 | / | -10.1&5.3&-3.5 | 5.4
EWS-Fli block | -2.8 | -43.8 | 3.7 | / | 18.6 | -7.0 | / | / | -9.2&17.2&5.0 | -2.9
PAX8 inh HTS | -14.6 | -23.6 | / | 1.1 | 11.5 | -7.3 | / | 3.6 | -20.5&-5.0&-19.0 | -10.2
Cneo AK release | / | -0.6 | -0.7 | -2.7 | -1.2 | -0.5 | 2.0 | / | 3.4&2.8 | 1.5
FN deposit inh | 7.1 | 6.4 | / | -10.6 | 10.3 | 7.1 | 13.7 | 1.1 | 0.8&3.4 | 1.7
LGR2 inh | 4.4 | -15.3 | 4.2 | 6.4 | 13.3 | 10.6 | 4.3 | -5.0 | 8.0&-17.3 | -11.1

21: C[C@@H]1CN([C@H](C)CO)C(=O)c2cc(NC(=O)Cn3cnnn3)ccc2O[C@H]1CN(C)C(=O)Nc1ccc2c(c1)OCO2
22: O=c1oc(-c2ccccc2)nc2c1C1(CCCCC1)Cc1ccccc1-2
23: C[C@@H]1CN([C@@H](C)CO)C(=O)Cc2cc(NC(=O)NC3CCCCC3)ccc2O[C@H]1CN(C)S(=O)(=O)c1ccc(F)cc1
24: Cc1cccc(NC(=O)CNC(=O)COc2cc(F)ccc2[N+](=O)[O-])c1C
25: O=C(NCC1CC1)c1cc2c(c(-c3cccc(-c4ccccc4F)c3)n1)[C@H](CCO)N(C(=O)CC1CC1)C2
26: Clc1ccc(SCc2cc(Cl)nc(-c3ccccc3)n2)cc1
27: CCOC(=O)N1CCN(c2c(NCCCOC(C)C)c(=O)c2=O)CC1
28: COC(=O)[C@]12C[C@H](CC(=O)NCCC(C)C)C(=O)N(CCc3ccc(OC)c(OC)c3)C1=C[C@H](C(C)(C)C)O[C@@H]2C
29: Cc1ccc(/C=N/NC(=O)CSc2nnc(-c3ccc(Cl)cc3)n2-c2ccc(Cl)cc2)o1
30: COc1cccc(C=N[C@@H](CO)[C@@H](O)c2ccc([N+](=O)[O-])cc2)c1O
entry no. | 21 | 22 | 23 | 24 | 25 | 26 | 27 | 28 | 29 | 30
miR122 inh | -1.1[16.7 µM] | -14.9 | -5.6[16.7 µM] | -0.9 | / | 3.7 | -6.2 | / | 1.9 | -1.8
CASP6 VEID inh | -0.8 | / | 5.0 | -0.7 | 0.3 | / | -2.2 | 0.6 | 1.3 | 0.1
PGC1a acetyl inh | -5.6 | 6.2 | 7.2 | -2.3 | / | -6.0 | -7.3 | / | / | 1.1
EWS-Fli block | -2.2 | / | -8.0 | 5.3 | 17.9 | / | 0.2 | -5.9 | 31.0 | 7.2
PAX8 inh HTS | / | -4.5 | 3.2 | 3.3 | 13.9 | / | -6.5 | 4.1 | -5.5 | -4.8
Cneo AK release | -0.9 | -0.3 | 0.2 | / | / | -1.5 | 0.4 | / | / | 1.5
FN deposit inh | 11.4 | 4.5 | / | / | / | -1.3 | -1.5 | 16.6 | -3.2 | 3.8
LGR2 inh | 4.2 | / | 11.2 | 20.2 | 10.8 | / | 6.6 | -11.3 | / | 4.7

31: C[C@@H]1CN([C@H](C)CO)C(=O)c2cccc(NC(=O)c3ccncc3)c2O[C@H]1CN(C)Cc1ccc2c(c1)OCO2
32: Cn1nc(C2CC2)cc1NC(=O)C1(C)CCN1C(=O)CCc1ccccc1 (stereo unspecified)
33: COc1ccc(-c2nc3ccc(Br)cn3c2Cc2ccccc2)cc1OC
34: COc1ccccc1/C=C/C=N/NC(=O)CCC1C(=O)NN=C1C (stereo unspecified)
35: CC1=C(n2ccnc2)CCC1=O
36: CCOC(=O)N1CCC(N2C(=O)c3ccc(C(=O)Nc4ccc(F)cc4F)cc3C2=O)CC1
37: COc1cc(/C=C2/S/C(=N/S(=O)(=O)Cc3ccccc3)NC2=O)c([N+](=O)[O-])cc1OC
38: OC[C@@H]1[C@H](c2ccc(C#Cc3ccccc3F)cc2)[C@@H]2CN(Cc3cncnc3)CCCCN12
39: CCOC(=O)N(C)c1c(CC)nc2c(OCc3ccc(F)cc3)cccn12
40: Cc1cccc(-[n+]2c(-c3cccc(Br)c3)[nH]c3nc4ccccc4nc32)c1
entry no. | 31 | 32 | 33 | 34 | 35 | 36 | 37 | 38 | 39 | 40
miR122 inh | -1.9[16.7 µM] | 1.2 | -11.3 | / | 0.5 | / | 14.0 | 16.7[16.7 µM] | -0.5 | 1.8
CASP6 VEID inh | -1.2 | 1.9 | 5.0 | 2.1 | / | -1.5 | 9.9 | -0.7 | 3.3 | 2.4
PGC1a acetyl inh | 6.8 | -6.5 | 16.1 | / | 0.3 | / | 7.3 | 1.9 | 9.4 | 6.9
EWS-Fli block | 1.8 | 4.8 | -21.5 | 7.4 | -2.0 | -5.3 | -4.7 | -20.1 | -3.3 | 20.0
PAX8 inh HTS | -11.8 | -15.6 | -18.9 | 1.9 | -7.0 | 7.9 | -15.9 | -15.3 | 21.0 | 8.5
Cneo AK release | -8.4 | -0.5 | 0.4 | / | -0.6 | 1.2 | -0.5 | 49.3 | 4.8 | 2.6
FN deposit inh | -1.3 | 10.3 | -1.9 | / | -5.0 | 2.4 | -8.1 | / | 2.9 | 8.0
LGR2 inh | 12.4 | -2.3 | -7.4 | -24.8 | 1.7 | 15.4 | -1.3 | 2.4 | -3.1 | 0.0

3 structures from above, arranged by formula weight, high to low.
22: O=c1oc(-c2ccccc2)nc2c1C1(CCCCC1)Cc1ccccc1-2
3: COC(=O)COc1ccc2c(c1)O/C(=C\c1ccco1)C2=O
35: CC1=C(n2ccnc2)CCC1=O
entry no. | 22 | 3 | 35
miR122 inh | -14.9 | -0.2 | 0.5
CASP6 VEID inh | / | 13.3 | /
PGC1a acetyl inh | 6.2 | 15.9 | 0.3
EWS-Fli block | / | 3.6 | -2.0
PAX8 inh HTS | -4.5 | -4.5 | -7.0
Cneo AK release | -0.3 | -0.4 | -0.6
FN deposit inh | 4.5 | 2.3 | -5.0
LGR2 inh | / | 3.6 | 1.7

Continued:
41: Cn1c(C(=O)O)c(CC(=O)Nc2ccc3c(c2)OCCO3)c2ccccc21
42: CCCNC(=O)C[C@@H]1CC[C@@H]2[C@H](COc3ccc(NS(=O)(=O)CC)cc3C(=O)N2C)O1
43: Cc1noc(C)c1NC(=O)N(C)C[C@@H]1OCCCC[C@@H](C)Oc2ccc(NC(=O)Cc3ccccc3)cc2C(=O)N([C@H](C)CO)C[C@H]1C
44: COCC(=O)N(C)C[C@@H]1Oc2ncc(C#Cc3cccnc3)cc2C(=O)N([C@@H](C)CO)C[C@H]1C
45: COc1ccc(/C=C2\SC(N3CCc4ccccc4C3)=NC2=O)cc1
46: COc1ccc(NC(=O)N(C)C[C@H]2OCCCC[C@H](C)Oc3ccc(NC(=O)Nc4ccc(C(F)(F)F)cc4)cc3C(=O)N([C@H](C)CO)C[C@@H]2C)cc1
47: COCCNC(=S)N(CCc1c(C)[nH]c2ccc(C)cc12)Cc1cc(OC)c(OC)c(OC)c1
48: O=C1CCC(C(=O)NCCN2C(=O)S/C(=C\c3cccnc3)C2=O)=NN1
entry no. | 41 | 42 | 43 | 44 | 45 | 46 | 47 | 48
miR122 inh | -3.0 | -9.6[16.7 µM] | 9.2[16.7 µM] | 33.4[16.7 µM] | 10.4 | -4.1[16.7 µM] | 0.9 | -4.0
CASP6 VEID inh | / | -2.5 | 0.3 | -0.2 | 1.6 | 0.7 | -2.8 | -0.5
PGC1a acetyl inh | / | -2.4 | 4.0 | 21.0 | 6.4 | 10.9 | -24.8 | -3.1
EWS-Fli block | / | 0.1 | 3.0 | -7.3 | -12.9 | 6.8 | 1.8 | 1.9
PAX8 inh HTS | -33.3 | 3.6 | / | / | 4.7 | 11.1 | 4.5 | -2.1
Cneo AK release | -5.0 | -1.9 | 0.6 | -6.0 | -1.8 | -2.1 | -1.4 | /
FN deposit inh | -4.6 | 8.6 | / | -7.3 | 4.2 | / | -4.0 | -5.8
LGR2 inh | / | 23.3 | 9.7 | 2.8 | -1.2 | 6.0 | 19.0 | 3.6
